Screening results (PubChem BioAssay)
aSyn yeast rescue – inhibitors of alpha-synuclein toxicity in yeast; S. cerevisiae alpha-synuclein toxicity rescue, BacTiter-Glo growth, 24 h; Potency, µM (doses to about 46.1 µM), without a hit: at the top dose growth rescue (activation), actives largely listed as activators; actives 0.02% (n = 94,000); AID 1347070; active means well fitted activation curve with a large enough effect; inconclusive means small, poorly fitted or top-dose-only effect; further: 0% is about no effect
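Growth restoration measured by BacTiter-Glo luminescence after 24 hr at 30 deg C; alpha-synuclein yeast, raffinose-pregrown to mid-log, were added at OD600=0.02 in galactose medium onto pinned compounds.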
Active calls of the source: *; ? = inconclusive; & = joins results of further samples; [ ] = dose if it differs, or a comment. Potency means the concentration at half of the fitted maximal effect. A portion of the library, so the mix of outcomes need not match the whole.

entry	SMILES	aSyn yeast rescue
1	O=C(CN1C(=O)C2(SCC(=O)N2c2ccccc2)c2ccccc21)Nc1ccccc1C(F)(F)F (stereo unspecified)	-7.9%
2	COc1ccc(OC)c(CCNC(=O)CCC(=O)N2CCOc3ccc(C)cc32)c1	-1.9%
3	C/C(=N\NC(=O)C1=NNC(=O)C1C)c1cccs1 (stereo unspecified)	-6.5%
4	Cc1ccc(NC(=O)Nc2ccccc2C(N)=O)cc1	-17.5%
5	O=C(CCS(=O)(=O)c1ccccc1)N(Cc1cccnc1)c1nc2ccc(F)cc2s1	15.6%
6	COc1ccc(COC(=O)C2CCN(S(=O)(=O)c3ccc(Cl)cc3)CC2)cc1	5.8%
7	CCCCN(C)CC(O)Cn1cc(/C=C/C(=O)c2ccc(C)cc2)c2ccccc21 (stereo unspecified)	-2.0%&4.9%
8	CN(C)c1ccc(/C=C(\C#N)c2nc(-c3ccc(Cl)c(Cl)c3)cs2)cc1	-9.8%
9	CSc1ccc(NC(=O)NN(c2ccccc2)C2CCS(=O)(=O)C2)cc1 (stereo unspecified)	-8.6%
10	Cc1cccc(CCNC(=O)c2cc(S(=O)(=O)N3CCCC3)cn2C)c1	-8.9%
11	O=C(C1CC1)N1CCc2cc(Br)cc(S(=O)(=O)N3CCN(c4ccccc4F)CC3)c21	-24.5%
12	Cc1nnc(SCC(=O)NC(C)(C)C)n1NCc1ccc(Cl)cc1	-8.9%

Additional compounds
entry	SMILES	aSyn yeast rescue
13	COCCNC(=O)C(c1ccc(F)cc1)N(C(=O)CCC(=O)Nc1ccccn1)c1cccc(C)c1 (stereo unspecified)	-1.0%
14	O=S(=O)(Nc1cccc(S(=O)(=O)N2CCCC2)c1)c1ccc(Br)cc1	0.5%
15	Cc1ccc(-c2cc3ncc4c(n3n2)-c2cc(C)ccc2OC4)cc1	-4.0%
16	O=C(NNC(=O)C1CC(=O)N(c2ccc3c(c2)OCCO3)C1)c1ccc(F)cc1 (stereo unspecified)	5.5%
17	Cc1ccc(S(=O)(=O)N(CCc2ccccc2)c2ccc3c(c2)C2CC3CCN2C(=O)OCc2ccccc2)cc1 (stereo unspecified)	-1.3%
18	COc1ccccc1S(=O)(=O)N(C)C[C@H]1Oc2cc(Br)ccc2S(=O)(=O)N([C@@H](C)CO)C[C@H]1C	-6.5%
19	CN(C(=O)c1cc(-c2ccccc2O)on1)c1ccccc1	3.6%
20	Cn1c(=NC(=O)C(C)(C)C)sc2cccc(F)c21	2.4%
21	COc1ccc(OC)c(NC(=O)CC2C(=O)NCCN2C(=O)C(F)(F)F)c1 (stereo unspecified)	-11.1%
22	COc1cccc(N2CCN(C(=O)C3CCCN(S(=O)(=O)c4ccc5c(c4)oc(=O)n5C)C3)CC2)c1 (stereo unspecified)	6.7%
23	Cc1cc(=O)[nH]c(N/N=C/c2ccc(F)cc2)n1	-3.7%
24	CCOc1ccc(CNCc2c(C(=O)O)c(C)n(Cc3cccc(OC)c3)c2C)cc1OC	4.7%

Next entries follow.
entry	SMILES	aSyn yeast rescue
25	COC(=O)c1cccc(NC(=O)Nc2cc(C(=O)NCc3cccc(F)c3)ccc2N2CCCC2)c1	2.4%
26	COc1cc(OC)c(NC(=O)C2=C(C)C(=O)OC23CCN(C(C)=O)CC3)cc1Cl	4.3%
27	COc1ccc(CCCc2nnc(SCC(=O)Nc3ccc(C)c(C)c3)o2)cc1	-1.6%
28	CC1=C(C(=O)OCC2CCCCC2)C(c2cccc(Cl)c2Cl)CC(=O)N1 (stereo unspecified)	4.3%
29	Cc1cc(OCC(=O)OCC(=O)N2CCCCC2)ccc1Cl	4.2%
30	Cc1cc(C)cc(NS(=O)(=O)c2cc3c(cc2C)NC(=O)CO3)c1	-0.1%
31	CCn1cc(C(=O)N2CCN(c3cc(C)ccc3C)CC2)c(=O)c2cc(S(=O)(=O)N(C)C3CCCCC3)ccc21	5.2%
32	O=C(O)CCC(=O)N1CN2CN(C(=O)CCC(=O)O)CC([N+](=O)[O-])(C2)C1	-0.1%
33	COC(=O)c1c(NC(=O)CCCOc2ccccc2C)sc2c1CCC(C)C2 (stereo unspecified)	-10.5%
34	COc1ccc(N2CCN(S(=O)(=O)CCNC(=O)Cc3ccc(OC)c(OC)c3)CC2)cc1	1.3%
35	Cn1nc(C(=O)NNC(=O)CCc2ccccc2Cl)c2ccccc2c1=O	3.2%
36	Cc1cc(C(=O)N2CCN(c3ncccn3)CC2)nn1C	-9.7%

Additional compounds
entry	SMILES	aSyn yeast rescue
37	Cc1ccc(N2CC(C(=O)NC3CC3)CC2=O)cc1 (stereo unspecified)	-1.8%
38	COc1c(Cl)cc(C(=O)N(Cc2ccccc2F)C2CCS(=O)(=O)C2)cc1Cl (stereo unspecified)	10.2%
39	Cn1nc(-c2ccc(OCC(=O)Nc3ccc(Cl)cc3)cc2)c2ccccc2c1=O	-9.5%
40	CCOC(=O)c1cnc2ccc(C(=O)OC)cc2c1Nc1ccc(OCc2ccccc2Cl)cc1	-8.4%
41	CS(=O)(=O)N(CC(=O)Nc1ccccc1Cl)c1ccc(Cl)cc1	13.7%
42	C=CCc1ccc(OCCn2nnc3ccccc32)c(OC)c1	6.2%
43	CCOc1ccc(N2CC(C(=O)Nc3cccc(S(=O)(=O)N4CCOCC4)c3)CC2=O)cc1 (stereo unspecified)	6.0%
44	CCc1ccccc1NC(=O)c1ccc(=O)n(Cc2ccc(F)cc2)c1	-4.0%
45	COc1cc(OC)c(NC(=O)C(c2ccccc2)N2Cc3ccccc3C2=O)cc1Cl (stereo unspecified)	1.4%
46	O=C(NC1CCCCC1)C(=O)c1c(-c2ccccc2)[nH]c2ccccc12	1.1%
47	CCOC(=O)N1CCN(C(=O)c2ccc3c(SCC(=O)O)c4c(nc3c2)CCC4)CC1	-3.4%
48	CCOc1cc(N2CCOCC2)c(OCC)cc1NC(=O)c1ccc(OC)cc1	5.4%

(next part)
entry	SMILES	aSyn yeast rescue
49	COc1cc(/C=N/NC(=O)C2COc3ccccc3O2)ccc1O (stereo unspecified)	-35.0%[inhibitor]
50	CC(=O)c1ccc(OC(C)c2nc3ccccc3s2)cc1 (stereo unspecified)	-9.3%
51	CCOc1ccccc1C(=O)Nc1cc(-c2nc3cccnc3s2)ccc1C	-18.0%
52	CCC(=O)NC(Nc1nc2ccc(C)cc2s1)(C(=O)OC)C(F)(F)F (stereo unspecified)	6.4%
53	O=C(NCc1ccc(F)cc1)c1cc(-c2ccccn2)nc2ccc(S(=O)(=O)N3CCOCC3)cc12	-0.6%
54	Cc1ccc(C(C(=O)NCC2CCCO2)N(C(=O)c2snc(C(N)=O)c2N)c2ccc(C(C)C)cc2)o1 (stereo unspecified)	-9.6%
55	Cc1cc(C)cc(NC(=O)C2CCCN2S(=O)(=O)c2ccc3nc(-c4ccccc4)[nH]c3c2)c1 (stereo unspecified)	-0.6%
56	Cc1ccc(-c2nn(-c3ccc(F)cc3F)c3c2cnc2ccc(F)cc23)cc1	-4.1%
57	Cc1ccc(C(=O)NCC(=O)NCC(c2ccco2)N2CCCCC2)cc1C (stereo unspecified)	-7.8%
58	CCc1ccccc1NC(=O)CSc1nc2ccccc2nc1Cc1cccc(OC)c1	4.6%
59	Cc1ccc(-c2nnn3c2nc(NC2CCC(C)CC2)c2ccccc23)cc1 (stereo unspecified)	3.8%
60	COc1ccc(/C=C/C(=O)NCCCNC(=O)/C=C/c2ccc(OC)c(OC)c2)cc1OC	2.0%

Part of the list above in order of molar mass, smallest number first.
entry	SMILES	aSyn yeast rescue
49	COc1cc(/C=N/NC(=O)C2COc3ccccc3O2)ccc1O (stereo unspecified)	-35.0%[inhibitor]
59	Cc1ccc(-c2nnn3c2nc(NC2CCC(C)CC2)c2ccccc23)cc1 (stereo unspecified)	3.8%
57	Cc1ccc(C(=O)NCC(=O)NCC(c2ccco2)N2CCCCC2)cc1C (stereo unspecified)	-7.8%
56	Cc1ccc(-c2nn(-c3ccc(F)cc3F)c3c2cnc2ccc(F)cc23)cc1	-4.1%
53	O=C(NCc1ccc(F)cc1)c1cc(-c2ccccn2)nc2ccc(S(=O)(=O)N3CCOCC3)cc12	-0.6%

Next results.
entry	SMILES	aSyn yeast rescue
61	Cc1nn(-c2ccccc2)c2c1cc1c(=O)n(C)c(=O)nc-1n2-c1cccc(Cl)c1	1.1%
62	CN(C)c1ccc(/C=N/N(CCO)C2=NS(=O)(=O)c3ccccc32)cc1	-6.0%
63	COc1cc2c(cc1OC)C(c1ccc(Cl)cc1)N(c1ccc(C)c(F)c1)C(=O)C2 (stereo unspecified)	3.8%
64	CN(CC(=O)Nc1ccc(Cl)c(C(F)(F)F)c1)C(=O)c1cccs1	1.8%
65	CC(C)(C)OC(=O)N1CCCN(C(=O)Nc2ccc(C(F)(F)F)cc2)CC1	-4.6%
66	CC(=O)Nc1nn(CC(C)C)c2nc3ccc(C)cc3cc12	-8.5%
67	FC(F)c1nc2ccccc2[nH]1	2.9%
68	Cn1c(=N)n(CC(=O)c2ccc(Cl)c(Cl)c2)c2ccccc21	-0.3%
69	Cc1ccc(Nc2ncnc3c2nc2n3CCCC2)c(Br)c1	1.3%
70	CC(=O)Nc1ccc(S(=O)(=O)Nc2cccc3[nH]ncc23)cc1	0.2%
71	O=C(NCCCN1CCOCC1)c1ccc(S(=O)(=O)Nc2cccc(C(F)(F)F)c2)cc1	5.4%
72	COC(=O)c1ccc(NC(=O)CSc2nc(=O)n(Cc3ccco3)c3c2CCC3)cc1	0.5%

Next structures follow:
entry	SMILES	aSyn yeast rescue
73	CCCN1C(=O)C2(c3ccccc31)c1c(oc3ccc(C)cc3c1=O)C(=O)N2CCOC (stereo unspecified)	7.8%
74	O=C(Nc1ccc(N2CCN(C(=O)c3ccco3)CC2)c(Cl)c1)c1cccnc1	3.6%
75	O=Cc1ccc2c(c1)OCCOCCOCCOCCO2	-1.7%
76	COc1ccccc1-c1nnc(C2CCN(S(=O)(=O)c3ccc(CC(C)C)cc3)CC2)o1	6.2%
77	Cc1ccc2c(c1)N(C(=O)C1CCN(S(=O)(=O)c3c(C)noc3/C=C/c3ccccc3F)CC1)CCO2	13.6%
78	Cc1ccccc1CN1C(=O)c2ccccc2Sc2ccc(C(=O)NC(C)c3ccccc3)cc21 (stereo unspecified)	7.6%
79	O=C(NCCc1ccc(Cl)cc1)c1ccc(CS(=O)(=O)Cc2ccccc2F)o1	6.6%
80	CCC(C)n1c(=N)c(C(=O)NC2CCCC2)cc2c(=O)n3ccccc3nc21 (stereo unspecified)	-7.4%
81	Cc1ccc(OCC(=O)Nc2ccccc2OCc2cc(=O)n3ccccc3n2)cc1C	1.3%
82	O=C(Nc1cc(S(=O)(=O)N2CCOCC2)ccc1Oc1ccc(F)cc1)C1=COCCO1	-41.2%[inhibitor]
83	CCc1cc2ccc(C)cc2nc1SCC(=O)NC1CCCC1	-0.9%
84	Cc1ccc([C@H]2N[C@]3(CCCN(Cc4ccccc4)C3=O)[C@H]3C(=O)N(C)C(=O)[C@@H]23)cc1	0.0%

Continuation.
entry	SMILES	aSyn yeast rescue
85	CC(=O)c1cc(-c2ccccc2)n(CCC(=O)NC(C)c2ccccc2)c1C (stereo unspecified)	7.2%
86	CCOC(=O)C1CCCN(S(=O)(=O)c2cc(-c3cc(C)no3)ccc2C)C1 (stereo unspecified)	?
87	Cc1cccn2c(=O)c(C(=O)NCCc3ccc(S(N)(=O)=O)cc3)c(O)nc12	-3.5%
88	Cc1nc2nncn2c(N2CCN(c3ccccc3)CC2)c1C	5.2%
89	Cc1nn(CC(=O)NCc2ccccc2Cl)c(=O)c2cccn12	2.7%
90	CCCOc1ccc(S(=O)(=O)n2cc(F)c(=O)[nH]c2=O)cc1	8.7%
91	Cc1ccccc1OCC(=O)NCCCNC(=O)c1cccnc1	-4.9%
92	COC(=O)c1cccnc1-n1c(=O)c2cccnc2n(CC(=O)Nc2ccccc2F)c1=O	-2.6%
93	CC(C)C(=O)NCCc1nc2ccccc2n1CCc1ccccc1	-2.7%
94	O=C1CCc2cc(NS(=O)(=O)c3ccc([N+](=O)[O-])cc3)cc3c2N1CCC3	0.0%
95	CCn1c(SCC(=O)NCCc2ccc(OC)c(OC)c2)nc2c([nH]c3ccccc32)c1=O	-9.7%
96	COCCN(C(=O)c1cc(OC)c(OC)c(OC)c1)c1c(N)n(Cc2ccccc2)c(=O)[nH]c1=O	-1.5%

Carrying on:
entry	SMILES	aSyn yeast rescue
97	Cc1nc2cccnc2n1C1CCN(C(=O)Nc2ccccc2C(F)(F)F)CC1	-8.8%
98	CC1CCN(CC(=O)Nc2ccc(Cl)cc2[N+](=O)[O-])CC1	-2.4%
99	O=C(CSc1nnc(C2COc3ccccc3O2)o1)Nc1nccs1 (stereo unspecified)	4.2%
100	CCc1ccc(CN(Cc2ccco2)C(=O)COc2ccc(Cl)cc2C)cc1	14.3%
101	CCn1cc(C2N3CC4(CC)CN2CC(CC)(C3)C4=O)c2ccccc21 (stereo unspecified)	0.4%
102	Cc1cc(NS(=O)(=O)c2ccc(NC(=O)c3ccccc3F)cc2)nc(C)n1	-3.3%
103	Cc1ccc(C)c(N2CCN(C(=O)c3noc4c3CCCCC4)CC2)c1	-14.8%
104	Cn1c(C(=O)NCc2cccc(F)c2)cc2cc(S(=O)(=O)N3CCCCC3)ccc21	-0.3%
105	COc1ccc(NC(=O)c2c(NC(=O)c3cccc(C)c3)sc3c2CCCC3)cc1	-1.9%
106	CN(C(=O)CSc1nc2ccccc2n1CC(=O)N(C)c1ccc(F)cc1)c1ccccc1	1.0%
107	O=C(OCCOc1ccccc1)c1n[nH]c2ccccc12	12.8%
108	O=C(Cn1ncc2c(=O)oc3ccccc3c21)N1CCC(N2CCCCC2)CC1	5.3%
109	COCCNC(=O)CCCn1c(=O)[nH]c2ccsc2c1=O	1.8%
110	Cc1cccc(NC(=O)N2C3CCCC2CC(NC(=O)C2CC2)C3)c1 (stereo unspecified)	-8.5%
111	CCOc1ccccc1NC(=O)CN1CCC(C(=O)c2ccc(F)cc2)CC1	1.2%
